Assay outcomes from PubChem BioAssay.
PERK inhibitor = blocks human PERK kinase; 0.17% of 220,000 active; inhibition, % at 5.6 µM; CHO PERK-DD fusion, SEAP luminescence translation reporter;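 active = inhibition above the mean inhibition of all tested compounds plus 3 SD, set separately per screening campaign, cut at about 2.9% in these data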;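 also: PERK kinase domain activated by AP20187 dimerizer at 100 nM; 0% = DMSO with dimerizer and 100% = rapamycin at 8.4 µM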
S1P4 ag = agonists of human S1P4 receptor. activation, % at 4.98 µM. 0.35% of 220,000 active. S1P4-expressing cell line, agonist reporter assay. O95977; in the data active = activation above about 11%;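 also: 0% = DMSO vehicle and 100% = reference agonist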
Target sequence (O95977 whole entry, looked up): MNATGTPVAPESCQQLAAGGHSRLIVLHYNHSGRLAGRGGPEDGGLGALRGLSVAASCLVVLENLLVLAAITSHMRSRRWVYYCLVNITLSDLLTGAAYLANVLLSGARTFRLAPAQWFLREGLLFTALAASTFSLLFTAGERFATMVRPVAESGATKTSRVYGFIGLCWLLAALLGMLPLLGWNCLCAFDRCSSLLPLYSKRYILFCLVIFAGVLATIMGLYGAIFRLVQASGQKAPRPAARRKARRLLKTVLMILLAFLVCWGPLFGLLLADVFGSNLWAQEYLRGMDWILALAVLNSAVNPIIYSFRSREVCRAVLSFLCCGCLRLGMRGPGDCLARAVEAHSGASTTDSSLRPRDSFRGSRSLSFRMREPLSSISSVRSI
Ba/F3 V617F tox = loss of viability in JAK2V617F-driven Ba/F3 cells; Ba/F3 EpoR-JAK2V617F viability, ATP luminescence; inhibition, % at 5.6 µM; 1.1% of 220,000 active; AID 1446;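 active = inhibition above the campaign mean plus 3 SD over all tested compounds, cut at about 24% in these data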;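 also: cytokine-independent growth of Ba/F3 cells driven by EpoR plus mutant JAK2; 0% = DMSO-treated cells and 100% = JAK inhibitor I control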
TRPN1 ag = zebrafish TRPN1 (NompC) channel agonism; HEK293 zebrafish TRPN1-YFP, Fluo-8 calcium fluorescence; 100% = response to 87 µM carbachol; activation, % at 3 µM; 0.18% of 220,000 active;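 active = activation above its plate's cutoff, the mean activation of test wells on that plate plus 3 SD, cut at about 19% in these data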;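 also: 0% = DMSO alone and 100% = 87 µM carbachol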
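System: zebrafish TRPN1-YFP in HEK293 cells / Dosing: 3 µM single point / Timing: dye loading 1 h at 37 °C, then 30 min room temperature / Signal: Fluo-8 calcium fluorescence, excitation 470-495 nm, emission 515-575 nm / Read-out basis: percent activation from peak over basal fluorescence ratio, control-normalized / Control set: high carbachol 87 µM, low DMSO alone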
EP2 mod = modulators of human EP2 prostaglandin E2 receptor; P43116; EP2-expressing cells, cAMP HTRF FRET, PGE2 co-stimulation; induction, % at 25 µM; 0.83% of 260,000 active;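 active = compounds whose cAMP rise, as percent of the full-agonist control response, exceeds 60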;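 also: rat C6 glioma line stably carrying human EP2 under a CMV promoter; the protocol text gives 20 µM as final concentration; 100% = response of wells given 1 µM PGE2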
Target sequence (P43116 whole entry, looked up): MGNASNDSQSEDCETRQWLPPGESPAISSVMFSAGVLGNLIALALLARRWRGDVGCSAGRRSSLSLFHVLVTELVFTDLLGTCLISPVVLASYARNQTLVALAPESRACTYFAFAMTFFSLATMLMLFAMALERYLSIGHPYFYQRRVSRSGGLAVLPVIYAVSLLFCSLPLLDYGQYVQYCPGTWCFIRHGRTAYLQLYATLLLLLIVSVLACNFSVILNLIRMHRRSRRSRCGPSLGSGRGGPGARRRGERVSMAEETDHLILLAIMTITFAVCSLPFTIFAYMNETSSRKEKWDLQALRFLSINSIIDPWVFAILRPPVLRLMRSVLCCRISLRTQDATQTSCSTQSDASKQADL
BaF3 parental = reduces parental Ba/F3 cell viability, JAK2V617F counter-screen. CellTiter-Glo ATP luminescence. inhibition, % at 5.6 µM. 1.1% of 220,000 active;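 active = inhibition above a per-campaign cutoff, the mean inhibition of all tested compounds plus 3 SD, cut at about 27% in these data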;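 also: 0% = DMSO wells and 100% = JAK Inhibitor I control wells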
S1P4 antagonist = blocks the human S1P4 receptor; O95977; S1P4-expressing cells, antagonist mode, reporter read-out; inhibition, % at 4.98 µM; 0.26% of 220,000 active; in the data active = inhibition above about 29%;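 also: 0% = wells stimulated with agonist and 100% = vehicle wells without agonist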
m-calpain inh = blocks pig calpain II enzyme activity; 0.37% of 220,000 active; purified calpain II, fluorogenic peptide substrate, 30 min; inhibition, % at 16 µM;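 active = inhibition above about 50%, limit read from the data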
TRPML3 ag = human mucolipin-3 channel agonism; activation, % at 3 µM; Q8TDD5; HEK293 TRPML3-YFP, Fluo-8 calcium fluorescence; 100% = the carbachol control signal; 0.29% of 220,000 active; AID 1448;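 active = activation above its plate's cutoff, the mean activation of the plate's test wells plus 3 SD, cut at about 12% in these data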;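 also: 0% = DMSO only wells and 100% = carbachol wells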
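Test system – HEK293 line with stable expression of human TRPML3-YFP channel · Control set – carbachol 87 µM final as high control (100%), DMSO as low control (0%) · Signal – Fluo-8 calcium dye fluorescence, ex 470-495, em 515-575 nm · Incubation – 1-h 37 °C dye load, 5-s basal, 120-s post-compound reads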
Numbers without * were called inactive; i = inactive; & = joins results of further samples.

SMILES	PERK inhibitor	S1P4 ag	Ba/F3 V617F tox	TRPN1 ag	EP2 mod	BaF3 parental	S1P4 antagonist	m-calpain inh	TRPML3 ag
N#CC1=C2SCN(Cc3ccccc3)CN2C(=O)CC1c1cccs1 (configuration not stated)	0.7	0.1	-3	0.8	21	8	-6	16	0.4
CCOC(=O)Cc1csc(N/N=C/c2ccc(C(F)(F)F)cc2)n1	1.3	-1.3	2	3.0	-21	11	-18	-5	-0.3
COc1ccc(NC(=O)CN2CCN(S(=O)(=O)c3ccc(C(C)C)cc3)CC2)cc1OC	0.1	0.6	-1	2.8	-15	6	-6	-47	1.6
Cc1ccc(NC(=O)CSc2nnc(-c3ccncc3)n2N)cc1C	0.5	-0.1	-1	-0.1	22	-1	-3	-40	0.9
CC(=O)N(CCO)Cc1cc2cc(C)cc(C)c2[nH]c1=O	-0.6	0.2	2	-1.3	-10	4	-5	-44	0.7
Cc1[nH]nc2nc3c(c(OC(=O)c4ccccc4)c12)c(=O)n(C)c(=O)n3C	1.4	1.4	-4	0.0	7	5	-18	-24	0.4
CN(O)/C=C/C(=O)c1ccc(Br)cc1	-0.4	1.2	2	0.3	5	1	-2	13	0.3
Oc1c(Br)cc(C=Nc2ccc3nc(-c4ccccc4)[nH]c3c2)c(O)c1Br	1.4	0.0	-2	0.2	-2	5	-5	i	0.5
Fc1ccccc1Sc1ccccc1CNC1=NCCN1	0.4	1.2	19	0.3	-36	6	0	0	1.1
CC(C)Oc1ccccc1/C=N/Nc1ccccc1[N+](=O)[O-]	1.0	0.6	-1	0.8	54	4	-5	-7	-0.1
Cc1cccc(OCC(=O)Nc2ccccc2N2CCN(C(=O)C(C)C)CC2)c1C	0.6	-1.7	-4	-1.5	2	6	-7	-4	1.0
O=C1c2cccnc2C(=O)N1c1cccc(-c2nc3ccccc3o2)c1	0.5	0.8	-2	-0.8	-4	-1	7	16	-0.4
O=C(COC(=O)C1CC1)NC(=O)NCc1ccccc1	2.0	-0.8	1	0.4	14	5	11	-11	-0.2
CC(=O)c1c(C)[nH]c(C(=O)OCc2nnc(-c3ccccc3)o2)c1C	-0.6	1.6	1	6.0	-36	3	-22	-30	1.7
COC(=O)C1=C(C)NC(=O)NC1c1ccc(N2CCC(c3ccccc3)=N2)cc1 (configuration not stated)	0.5	6.5	-2	1.3	2	1	-12	-66	-0.2
CCOCCCNC(=S)N1CCC(C(=O)c2ccc3c(c2)OCCO3)CC1	1.0	-1.6	-1	2.8	-12	-1	-10	-24	2.1
O=C(Nc1cc(C(F)(F)F)ccc1Cl)C1CCN(c2nnc(-n3cccc3)s2)CC1	0.0	-0.1	0	-1.3	13	8	-7	-39	-0.5
CC1CC(C)(C)NC(=S)N1CC(=O)NCc1ccc2c(c1)OCO2 (configuration not stated)	-0.6	-0.7	2	-0.2	0	0	-7	-14	0.3
CCNC(=S)N/N=C/c1cccc(OCc2c(F)cccc2Cl)c1	0.4	-0.2	-1	0.1	-3	8	-11	32	-0.3
CCOc1ccccc1NC(=O)c1cc(C(=O)c2cc(OC)ccc2O)coc1=N	-0.2	1.9	-2	-0.2	0	5	-1	-27	-0.6
O=C(O)CCCNc1cc(N2CCC3(CC2)OCCO3)c2noc3c2c1C(=O)c1ccccc1-3	-0.6	0.9	8	-2.1	-28	6	-17	-14	-0.8
O=C(COC(=O)c1cc(S(=O)(=O)N2CCCCC2)ccc1Cl)NCc1ccco1	0.9	0.5	6	0.0	-9	11	6	-43	0.9
Oc1ccc(Cn2ccnc2)c2cccnc12	0.2	-1.4	2	0.5	9	1	-2	16	-0.2
CSc1ccc(S(=O)(=O)Nc2ccc(F)cc2)cc1	0.0	0.9	0	1.3	-14	6	7	19	0.4
CCc1cc(=O)oc2cc(C)c(CN3CCCC(C)C3)c(O)c12 (configuration not stated)	1.0	2.3	0	0.1	19	5	-8	-18	-0.3

Random excerpt: two entries already listed
SMILES	PERK inhibitor	S1P4 ag	Ba/F3 V617F tox	TRPN1 ag	EP2 mod	BaF3 parental	S1P4 antagonist	m-calpain inh	TRPML3 ag
N#CC1=C2SCN(Cc3ccccc3)CN2C(=O)CC1c1cccs1 (configuration not stated)	0.7	0.1	-3	0.8	21	8	-6	16	0.4
O=C(Nc1cc(C(F)(F)F)ccc1Cl)C1CCN(c2nnc(-n3cccc3)s2)CC1	0.0	-0.1	0	-1.3	13	8	-7	-39	-0.5

The list continues:
SMILES	PERK inhibitor	S1P4 ag	Ba/F3 V617F tox	TRPN1 ag	EP2 mod	BaF3 parental	S1P4 antagonist	m-calpain inh	TRPML3 ag
O=S(=O)(/N=C(/Nc1ccc(F)cc1F)c1ccc(Cl)cc1)c1ccccc1	0.6	2.1	1	0.9	39	5	-17	7	0.8
Cc1cc(C)cc(NC(=O)c2ccc([N+](=O)[O-])o2)c1	-0.8	-2.5	95*	-2.3	-62	59*	63*	27	-1.5
CCOC(=O)N1CCN(C(=O)c2ccc(C)c(S(=O)(=O)Nc3cccc(C)c3C)c2)CC1	-1.3	-1.1	5	-0.5	-1	5	-21	-11	-1.3
O=C(O)CC(O)C(=O)O (configuration not stated)	-0.8	2.5	6	0.1	33	3	-5	22	0.9
COc1ccc(-c2nc3ccccc3nc2-c2ccccc2)cc1	0.3	1.7	-4	-1.7	37	1	0	0	0.6
Cc1ccc(C(=O)CSc2nnc(CNc3ccc(F)cc3)o2)cc1	1.0	1.5	-3	3.5	-81	3	-5	-22	1.6
Cc1cc2c(ncn2C(C)C)c(N)c1C	1.3	-1.0	-1	0.8	-11	5	-10	12	0.4
CC1CCN(CCCCOc2ccc(C(=O)c3ccccc3)cc2)CC1	-1.4	-2.2	-1	-0.1	1	4	-5	11	1.6
CCOC(=O)c1sc(N)c(C(=O)OCC)c1C	-0.1	2.8	-3	-4.4	46	1	-30	-6	-1.7
CC(=O)Nc1cc(C(=O)N2CCc3ccccc3C2)ccc1Sc1ccc(F)cc1	-0.2	0.8	-2	-0.7	-30	2	-7	10	0.4
CC(=O)NCCC(=O)N1CCCC(C(=O)c2ccc3c4c(cccc24)CC3)C1 (configuration not stated)	-0.5	0.8	-1	-1.2	7	-1	2	-278	-0.2
O=C(Cn1c(O)c(N=NC(=O)c2ccncc2)c2ccccc21)Nc1ccccc1	-0.7	1.8	-2	-0.6	-18	-1	-20	10	0.6
Cc1ccc(C(=O)Nc2ccc(Oc3cccc(C(F)(F)F)c3)nc2)cc1	0.8	-0.8	-3	4.4	-7	1	-7	8	3.0
CCCc1cc(C(=O)OC)c(NC(=O)CCC(=O)O)s1	1.0	-0.4	-3	1.3	-18	0	-6	11	-0.3
COc1ccc(NC(=O)c2cc3cc(OC)ccc3oc2=N)cc1	0.1	0.0	2	1.7	-9	4	-7	1	1.3
CC(NC(=O)c1cccnc1)C(=O)O (configuration not stated)	0.0	2.1	1	-0.3	2	3	-8	-12	0.5
COc1ccc(Oc2c(Cl)cnn(-c3ccc(F)cc3)c2=O)cc1	0.1	1.2	-1	-2.0	5	2	16	-23	-0.4
C=CCn1c(SCc2ccc(C#N)cc2)nnc1-c1ccccc1	-0.7	0.7	-3	-0.4	27	3	2	2	-0.1
Oc1c(Cl)cc(Cl)cc1/C=N/c1nccs1	0.6	-0.8	-5	-0.3	43	0	-1	-55	0.5
COc1ccc(C(CC(=O)NCc2ccccc2)Sc2n[nH]c(-c3ccc(Cl)cc3)n2)cc1 (configuration not stated)	-0.3	-0.2	0	0.3	19	5	-10	7	0.6
CC(C)C(=O)NC(NC1CCS(=O)(=O)C1)C(Cl)(Cl)Cl (configuration not stated)	0.9	-0.8	2	-0.2	10	2	7	15	1.6
CC(C)NC(=S)Nc1ccc2[nH]c(=O)[nH]c2c1	0.5	-0.6	-1	1.6	2	3	-9	-25	1.1
Cc1occc1C(=O)NNC(=O)Nc1ccc(Cl)c(Cl)c1	-0.6	0.9	-1	1.2	-33	6	-14	8	0.6
O=C(Cn1ccc2ccccc2c1=O)N1CCN(c2cccc(Cl)c2)CC1	-0.5	0.4	2	-1.7	-25	4	-12	9	-0.2
O=C(Nc1ccc(Br)cc1)c1cnccn1	-0.8	-1.1	0	1.2	-25	3	-17	-4	0.9
Other structures.
SMILES	PERK inhibitor	S1P4 ag	Ba/F3 V617F tox	TRPN1 ag	EP2 mod	BaF3 parental	S1P4 antagonist	m-calpain inh	TRPML3 ag
CC(C)n1c(NCCO)nc2ccccc21	0.1	0.6	1	-0.1	-15	-2	-6	7	0.5
N#CNC(=Nc1ccccc1)SCc1ccc(C(=O)O)cc1	-0.1	1.5	-2	0.7	19	4	-13	-27	0.9
Cc1cc(C(=O)CSc2nnnn2-c2ccccc2)c(C)n1CCc1ccccc1	1.4	2.5	0	0.4	44	6	1	-36	1.5
O=C(Nc1ccccc1Cl)N1C2CCC1CC(O)(c1cccnc1)C2 (configuration not stated)	0.5	1.2	-2	0.1	23	5	4	-24	0.8
Cc1[nH][nH]c(=O)c1C(c1ccc(N(C)C)c(Br)c1)c1c(C)[nH][nH]c1=O	0.9	-0.5	0	2.9	15	-2	1	4	0.8
COc1ccc(Cl)c(OC)c1C(=O)NC(=O)Nc1c(F)cc(F)cc1F	1.0	-2.3	-3	-1.5	4	0	-6	3	-0.1
CC(C)OC(=O)Cn1nc(C(F)(F)F)c2c1CCCC2	0.0	0.6	-1	2.6	30	6	-14	-26	0.6
COc1ccnc(Oc2ccccc2)c1C(=O)N/C=N/OCc1ccccc1	0.5	0.2	-1	2.2	8	2	-2	-12	1.2
CC(=O)Nc1nc(-c2ccccc2)nc(-c2ccccc2OC(C)=O)n1	-0.3	0.4	1	0.3	9	5	-10	16	0.8
COc1ccc2c(c1)c(C(=O)N/N=C/c1ccc(Br)cc1)c(C)n2C	-2.4	1.6	6	3.4	-18	0	-8	-25	2.1
Cc1nnc2c3ccccc3c(-c3ccc(O)cc3)nn12	-0.1	1.1	-3	0.0	4	3	-16	-8	0.4
COc1ccc(Nc2nc(N)nc(CSc3nccn3C)n2)cc1	0.2	0.5	0	1.9	9	7	0	-27	1.5
Cc1cc(-c2ccccc2)nc2cc(C(=O)NCc3ccco3)nn12	0.9	0.2	1	-1.6	23	-1	-8	-229	-1.1
CCc1ccc(NC(=O)C2CC(=O)N(C(C)C)C2)cc1 (configuration not stated)	0.6	-3.4	-3	-0.7	26&4	-4	-17	-6	0.5
O=C1NC(=S)N/C1=C/c1cc([N+](=O)[O-])ccc1O	0.6	0.1	-3	0.9	-1	-2	-7	14	0.7
COc1ccccc1OCC(=O)Nc1ccc(S(=O)(=O)Nc2nc(C)cc(C)n2)cc1	-0.5	0.4	-4	0.6	22	4	9	-24	-0.5
N#Cc1ccc(NCC(=O)Nc2ccc3c(c2)OCCO3)cc1	1.3	1.2	-3	0.0	-18	5	-6	-14	0.4
C=CCN(c1cccc(C(F)(F)F)c1)S(=O)(=O)c1cccc(C(=O)OCC(=O)Nc2ccccc2)c1	-0.5	0.1	4	0.2	44	10	-15	34	-0.2
C[C@@H]1C=C(C(=O)O)O[C@H](OCc2ccc(CO)cc2)C1	1.2	-1.7	-2	-1.1	25	2	4	-12	0.3
CCOc1cc(NS(=O)(=O)c2ccc(OC)cc2)c(OCC)cc1NC(=O)c1ccco1	-0.9	1.4	-1	-0.1	44	0	-4	-15	0.6
C=CCn1c(SCC(=O)N(C)C)nc2cc(C(=O)O)ccc2c1=O	-0.5	1.3	1	0.1	25	5	-32	-19	0.7
CN(C)C(=O)CCCCCCCCC(=O)N(C)C	1.2	0.4	2	2.0	7	-4	-5	-3	0.7
CCOC(=O)CSCC(=O)Nc1ccc(S(=O)(=O)N2CCCCC2)cc1	-0.1	0.1	-2	3.0	-4	7	1	-23	0.4
